Compound activity: PubChem, several laboratories
PABP1 MLLE inh = blocks PAM2 peptide binding to the PABP1 MLLE domain; P11940; GST-MLLE / FITC-PAM2 fluorescence polarization; inhibition, % at 20 µM; 360,000 tested, 0.36% active; in the data active = inhibition above about 35%, passing the limit was not always enough;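 note: plate controls were DMSO wells with GST-MLLE for no effect and wells lacking GST-MLLE protein for full effect; some results filed as inactive read as strong as hits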
CSN inh = blocks human CSN-mediated cullin deneddylation; Q92905; Purified CSN, SCF-Nedd8-OG deneddylation, fluorescence polarization; inhibition, % at 12.5 µM; 360,000 tested, 0.38% active;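 active = pattern-corrected inhibition above about 35%, with an unprinted fluorescence ratio check between 0.5 and 1.5, limit read from the data, passing the limit was not always enough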;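 note: 0% = enzyme with substrate and 100% = substrate without enzyme; some results filed as inactive read as strong as hits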
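test system = HEK293T-derived human Csn5 enzyme | amount = 0.24 nM Csn5 enzyme, final concentration | medium = Tris/NaCl/DTT buffer, pH 7.5 | schedule = 90 min reaction at room temperature | signal = FP | evaluation = inhibition of Csn5 cleavage, % | compound dosing = single dose of 12.5 µM compound with 0.25% DMSO | probe or stimulus = 10 nM SCFSkp2-Nedd8OG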
bovine MsrA act = bovine methionine sulfoxide reductase A activation | purified bovine MsrA, absorbance read-out | activation, % at 10.6 µM | 360,000 tested, 0.3% active | AID 602163; in the data active = activation above about 7.5%;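 note: 0% = vehicle and 100% = reference activator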
MsrA inhibitor = inhibits bovine methionine sulfoxide reductase A | purified bovine MsrA, absorbance read-out | inhibition, % at 15.5 µM | 360,000 tested, 0.75% active | AID 651718; in the data active = inhibition above about 4.5%;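 note: 0% = vehicle wells with enzyme and 100% = reference inhibitor wells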
Rin1-Abl PPI inh = inhibitors of human Rin1-Abl protein interaction | 360,000 tested, 0.4% active | AID 588664 | TR-FRET Rin1/Abl binding, biochemical | P00519+Q13671 | inhibition, % at 7.35 µM; in the data active = inhibition above about 5%, passing the limit was not always enough
E coli Lon inh = E. coli protease La inhibition; P0A9M0; purified E. coli Lon protease, fluorescence polarization; inhibition, % at 7.94 µM; 360,000 tested, 0.42% active; AID 602123; in the data active = inhibition above about 13%, passing the limit was not always enough;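 note: 0% = enzyme with probe and DMSO and 100% = no enzyme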
Target sequence (P0A9M0 whole entry, looked up): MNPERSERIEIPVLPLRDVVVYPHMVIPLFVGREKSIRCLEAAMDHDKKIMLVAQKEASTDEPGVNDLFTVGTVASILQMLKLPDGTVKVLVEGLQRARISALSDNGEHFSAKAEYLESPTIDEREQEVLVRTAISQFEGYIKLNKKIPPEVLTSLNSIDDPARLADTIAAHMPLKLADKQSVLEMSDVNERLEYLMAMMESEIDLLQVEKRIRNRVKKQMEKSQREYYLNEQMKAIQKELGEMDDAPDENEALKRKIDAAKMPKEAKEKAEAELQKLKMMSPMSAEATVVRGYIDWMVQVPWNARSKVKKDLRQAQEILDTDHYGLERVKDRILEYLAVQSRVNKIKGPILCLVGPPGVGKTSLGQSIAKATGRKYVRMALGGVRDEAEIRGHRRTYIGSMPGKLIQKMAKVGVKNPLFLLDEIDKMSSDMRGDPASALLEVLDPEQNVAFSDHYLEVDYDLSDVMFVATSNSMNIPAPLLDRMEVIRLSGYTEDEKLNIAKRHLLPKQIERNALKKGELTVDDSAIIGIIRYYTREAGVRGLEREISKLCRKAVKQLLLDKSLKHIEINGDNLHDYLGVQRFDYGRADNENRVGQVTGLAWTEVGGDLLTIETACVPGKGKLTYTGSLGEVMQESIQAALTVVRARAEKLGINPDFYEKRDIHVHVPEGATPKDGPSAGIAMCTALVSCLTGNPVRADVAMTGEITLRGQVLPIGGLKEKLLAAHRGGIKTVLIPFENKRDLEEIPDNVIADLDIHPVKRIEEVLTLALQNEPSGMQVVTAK
MT1-MMP act inh = blocks activation of human MT1-MMP; 360,000 tested, 0.061% active; GFP/RFP ratio change, % at 20 µM; AID 651647; HT1080 RFP-PRO-GFP cells, GFP/RFP ratio fluorescence, overnight; percent of plate control window, DMSO zero;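 active = GFP/RFP ratio change of at least 30% with cell ATP level not reduced by more than half and red fluorescence within 50% of control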; note: strong numbers were not always called active
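system = RFP-PRO-GFP reporter HT1080 cells | dosing = 20 µM single dose, 1% DMSO | timing = overnight cell settling, then overnight compound exposure, 37 °C, 5% CO2 | read-out basis = GFP/RFP fluorescence ratio | controls = DMSO and RFP-L50D-GFP cell wells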
Rpn11 inh = inhibitors of human proteasome Rpn11; O00487; human 26S proteasome, Ub4-pepOG fluorescence polarization; 20S core pre-blocked with epoxomicin; calls only at 20 µM; 360,000 tested, 0.59% active;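 active = inhibition at 20 µM, scaled to each plate's controls, above about 33%, limit read from the data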
FAS TE block = blocks the thioesterase domain of human fatty acid synthase | 360,000 tested, 0.67% active | inhibition, % at 15 µM | P49327 | recombinant FAS-TE, OMFH fluorogenic substrate, fluorescence endpoint;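 active = compounds whose normalised, plate-corrected inhibition of enzyme fluorescence in the single-dose primary screen is 50% or more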;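 note: 0% = DMSO with enzyme and 100% = substrate without enzyme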
* hit, by the source's call.

Screening CCOc1ccc(N2CC(C(=O)Nc3ccc(S(=O)(=O)N4CCCCC4)cc3)CC2=O)cc1 (centres undefined) returned PABP1 MLLE inh -37, CSN inh -3, bovine MsrA act 0, MsrA inhibitor 0.9, Rin1-Abl PPI inh 7, E coli Lon inh -2, MT1-MMP act inh 3, Rpn11 inh inactive and FAS TE block 10.
`COc1ccc(S(=O)(=O)N2CCN(CCOc3ccccc3Cl)CC2)cc1OC` gave PABP1 MLLE inh 4, CSN inh -2, bovine MsrA act -10, MsrA inhibitor -0.9, Rin1-Abl PPI inh 2, E coli Lon inh 14, MT1-MMP act inh 12, Rpn11 inh inactive and FAS TE block 12.
For CCOC(=O)C1CCN(C/C=C/c2ccccc2)CC1 the results were PABP1 MLLE inh 6, CSN inh 6, bovine MsrA act -4, MsrA inhibitor -0.1, Rin1-Abl PPI inh -2, E coli Lon inh 1, MT1-MMP act inh 0, Rpn11 inh inactive and FAS TE block -4.
`CN(C(=O)COc1ccc(Br)cc1Cl)C1CCCCC1` gave PABP1 MLLE inh 6, CSN inh -5, bovine MsrA act -4, MsrA inhibitor 0.7, Rin1-Abl PPI inh -10, E coli Lon inh -4, MT1-MMP act inh -1, Rpn11 inh inactive and FAS TE block 21.
OCC[C@@H]1C[C@H](O)[C@@H](O)[C@]2(Cc3ccccc3CO2)O1 was read as PABP1 MLLE inh -5, CSN inh 6, bovine MsrA act -1, MsrA inhibitor -1.0, Rin1-Abl PPI inh 0, E coli Lon inh -8, MT1-MMP act inh -3, Rpn11 inh inactive and FAS TE block -4.
For CCOc1ccc(N(CC(=O)NCc2ccccc2)C(=O)Cn2nnc(-c3ccc(C)o3)n2)cc1 the results were PABP1 MLLE inh 0, CSN inh 1, bovine MsrA act -2, MsrA inhibitor -0.9, Rin1-Abl PPI inh 4, E coli Lon inh 6, MT1-MMP act inh 0, Rpn11 inh inactive and FAS TE block 12.
`Cc1ccc(NS(=O)(=O)c2ccc3c(c2)n(C)c(=O)n3C)cc1C` gave PABP1 MLLE inh 22, CSN inh 1, bovine MsrA act -1, MsrA inhibitor 0.4, Rin1-Abl PPI inh 3, E coli Lon inh 2, MT1-MMP act inh 1, Rpn11 inh inactive and FAS TE block 0.
For O=C(Cn1[nH]c(=O)c2ccccc2c1=O)NCc1cccnc1 the results were PABP1 MLLE inh 6, CSN inh 1, bovine MsrA act 2, MsrA inhibitor 0.3, Rin1-Abl PPI inh 3, E coli Lon inh -2, MT1-MMP act inh 14, Rpn11 inh inactive and FAS TE block -7.
CC(=O)Nc1nc(-c2ccccc2)nc(C)c1C(C)=O was read as PABP1 MLLE inh 4, CSN inh 0, bovine MsrA act 1, MsrA inhibitor 0.1, Rin1-Abl PPI inh 6, E coli Lon inh 5, MT1-MMP act inh 7, Rpn11 inh inactive and FAS TE block -7.
For c1ccc(-n2nnc(-c3nccs3)n2)cc1 the results were PABP1 MLLE inh 10, CSN inh -12, bovine MsrA act -7, MsrA inhibitor -0.4, Rin1-Abl PPI inh 1, E coli Lon inh -9, MT1-MMP act inh -2, Rpn11 inh inactive and FAS TE block -8.
For Cc1cc(C(=O)N2CCN(c3ccc([N+](=O)[O-])cc3)CC2)n[nH]1 the results were PABP1 MLLE inh -15, CSN inh 2, bovine MsrA act -2, MsrA inhibitor 1.8, Rin1-Abl PPI inh -7, E coli Lon inh -10, MT1-MMP act inh -5, Rpn11 inh inactive and FAS TE block 6.
`CC(=O)c1cccc(S(=O)(=O)N(Cc2cc3cc4c(cc3[nH]c2=O)OCCO4)CC2CCCO2)c1` (centres undefined) gave PABP1 MLLE inh 8, CSN inh 1, bovine MsrA act -1, MsrA inhibitor 0.9, Rin1-Abl PPI inh 1, E coli Lon inh -3, MT1-MMP act inh 1, Rpn11 inh inactive and FAS TE block -5.
For Cc1cc(C)n(C(=O)c2ccc([N+](=O)[O-])cc2N)n1 the results were PABP1 MLLE inh -2, CSN inh 0, bovine MsrA act -2, MsrA inhibitor 1.1, Rin1-Abl PPI inh -1, E coli Lon inh -2, MT1-MMP act inh 6, Rpn11 inh inactive and FAS TE block -6.
`Cc1ccc(C(=O)OCC(=O)NCCc2ccccc2)cc1C` gave PABP1 MLLE inh -8, CSN inh -4, bovine MsrA act -1, MsrA inhibitor -0.2, Rin1-Abl PPI inh 1, E coli Lon inh -10, MT1-MMP act inh 1, Rpn11 inh inactive and FAS TE block 10.
`O=C(CCNS(=O)(=O)c1ccccc1C(F)(F)F)N1CCN(C(c2ccccc2)c2ccccc2)CC1` gave PABP1 MLLE inh -4, CSN inh -1, bovine MsrA act -4, MsrA inhibitor 0.1, Rin1-Abl PPI inh 4, E coli Lon inh 3, MT1-MMP act inh -10, Rpn11 inh inactive and FAS TE block 28.
CCc1ccccc1NC(=O)COC(=O)C1CC(=O)N(c2ccc(F)cc2)C1 (centres undefined) was read as PABP1 MLLE inh -7, CSN inh -2, bovine MsrA act -4, MsrA inhibitor -0.6, Rin1-Abl PPI inh -2, E coli Lon inh -3, MT1-MMP act inh 8, Rpn11 inh inactive and FAS TE block -6.
For O=S(=O)(Nc1ccc(C(F)(F)F)cn1)c1ccccc1 the results were PABP1 MLLE inh -13, CSN inh 3, bovine MsrA act -8, MsrA inhibitor -0.1, Rin1-Abl PPI inh -1, E coli Lon inh 17, MT1-MMP act inh 1, Rpn11 inh inactive and FAS TE block -6.
For Nc1ncc(-n2cncn2)c(-c2ccccc2)n1 the results were PABP1 MLLE inh 10, CSN inh -4, bovine MsrA act -4, MsrA inhibitor 0.8, Rin1-Abl PPI inh 7, E coli Lon inh -2, MT1-MMP act inh 7, Rpn11 inh inactive and FAS TE block 1.
CC12CCC(=O)C=C1CCC1C2CCC2(C)C(C(=O)CO)CC(O)C12 (centres undefined) was read as PABP1 MLLE inh -2, CSN inh 1, bovine MsrA act -3, MsrA inhibitor 0.0, Rin1-Abl PPI inh 4, E coli Lon inh -8, MT1-MMP act inh 1, Rpn11 inh inactive and FAS TE block -7.
For O=C(c1ccccc1NS(=O)(=O)c1cccc([N+](=O)[O-])c1)N1CCOCC1 the results were PABP1 MLLE inh -1, CSN inh -7, bovine MsrA act -3, MsrA inhibitor 0.3, Rin1-Abl PPI inh -5, E coli Lon inh -6, MT1-MMP act inh -3, Rpn11 inh inactive and FAS TE block -5.
For CC1(C(=O)NS(=O)(=O)c2ccccc2Cl)CCN1C(=O)Cc1ccccc1Cl (centres undefined) the results were PABP1 MLLE inh -3, CSN inh -2, bovine MsrA act -2, MsrA inhibitor 1.1, Rin1-Abl PPI inh -6, E coli Lon inh -9, MT1-MMP act inh -2, Rpn11 inh inactive and FAS TE block -7.
`CCC1(CC)Cc2ccccc2C2=C(C(=O)N3CCCCC3)C(=O)C(=O)N21` gave PABP1 MLLE inh -3, CSN inh 2, bovine MsrA act -4, MsrA inhibitor 1.0, Rin1-Abl PPI inh -5, E coli Lon inh -8, MT1-MMP act inh -2, Rpn11 inh inactive and FAS TE block -7.
CN(C)c1ccnc(C(=O)O)c1 was read as PABP1 MLLE inh 15, CSN inh -1, bovine MsrA act -4, MsrA inhibitor -0.7, Rin1-Abl PPI inh -6, E coli Lon inh -3, MT1-MMP act inh -3, Rpn11 inh inactive and FAS TE block -7.
For Cc1cc(C)cc(OCC(=O)Nc2ccc(N3CCOCC3)cc2N2CCOCC2)c1 the results were PABP1 MLLE inh 5, CSN inh 1, bovine MsrA act -8, MsrA inhibitor -0.8, Rin1-Abl PPI inh -1, E coli Lon inh -3, MT1-MMP act inh 7, Rpn11 inh inactive and FAS TE block 8.
CCNc1ccc(Br)cc(C(=O)/C=C/c2c(Cl)cccc2Cl)c1=O was read as PABP1 MLLE inh -97, CSN inh 37*, bovine MsrA act 5, Rin1-Abl PPI inh 2, E coli Lon inh -63, MT1-MMP act inh -30, Rpn11 inh active and FAS TE block 4.
Cn1nc(C(=O)OCC(=O)c2ccc(Br)cc2)c2ccccc2c1=O was read as PABP1 MLLE inh -5, CSN inh 1, bovine MsrA act -2, MsrA inhibitor -1.1, Rin1-Abl PPI inh -1, E coli Lon inh 0, MT1-MMP act inh 0, Rpn11 inh inactive and FAS TE block 10.
Screening O=C(CCN1C(=O)c2ccccc2C1=O)Nc1cccc(O)c1 returned PABP1 MLLE inh -9, CSN inh 1, bovine MsrA act -2, MsrA inhibitor -0.5, Rin1-Abl PPI inh -4, E coli Lon inh -3, MT1-MMP act inh 1, Rpn11 inh inactive and FAS TE block -8.
`Oc1ccc(Oc2ccc(Oc3ccc(O)cc3)cc2)cc1` gave PABP1 MLLE inh 7, CSN inh 5, bovine MsrA act -2, MsrA inhibitor -1.1, Rin1-Abl PPI inh -2, E coli Lon inh -16, MT1-MMP act inh -6, Rpn11 inh inactive and FAS TE block 9.
Screening COc1ccccc1Nc1ccncc1[N+](=O)[O-] returned PABP1 MLLE inh -1, CSN inh 0, bovine MsrA act -7, MsrA inhibitor -0.3, Rin1-Abl PPI inh 0, E coli Lon inh -8, MT1-MMP act inh 0, Rpn11 inh inactive and FAS TE block -12.
Screening CCOC(=O)c1cc2n(c1C)-c1ccccc1C2=O returned PABP1 MLLE inh -4, CSN inh 1, bovine MsrA act -3, MsrA inhibitor 2.9, Rin1-Abl PPI inh -5, E coli Lon inh 0, MT1-MMP act inh 2, Rpn11 inh inactive and FAS TE block 6.
CCc1nnc(NS(=O)(=O)c2ccc(NC(=O)c3cccc(Br)c3)cc2)s1 was read as PABP1 MLLE inh -1, CSN inh 4, bovine MsrA act -2, MsrA inhibitor 0.2, Rin1-Abl PPI inh 4, E coli Lon inh 2, MT1-MMP act inh -4, Rpn11 inh inactive and FAS TE block 0.
For O=C(COc1ccccc1)Nc1ncn[nH]1 the results were PABP1 MLLE inh -3, CSN inh 1, bovine MsrA act -6, MsrA inhibitor -0.6, Rin1-Abl PPI inh -1, E coli Lon inh -6, MT1-MMP act inh 1, Rpn11 inh inactive and FAS TE block -8.
`COc1cccc(CN2CCC2(C)C(=O)Nc2cnc3ccccc3c2)c1F` (centres undefined) gave PABP1 MLLE inh 2, CSN inh 4, bovine MsrA act -1, MsrA inhibitor 0.0, Rin1-Abl PPI inh -6, E coli Lon inh -14, MT1-MMP act inh -2, Rpn11 inh inactive and FAS TE block 16.
O=C1c2ccccc2NC(c2ccccn2)N1c1ccccc1F (centres undefined) was read as PABP1 MLLE inh 1, CSN inh 5, bovine MsrA act -2, MsrA inhibitor 0.5, Rin1-Abl PPI inh 0, E coli Lon inh -1, MT1-MMP act inh -3, Rpn11 inh inactive and FAS TE block -7.
For CC(C)C(NC(=O)c1c(F)cccc1F)C(=O)NCCc1ccc(S(N)(=O)=O)cc1 (centres undefined) the results were PABP1 MLLE inh -5, CSN inh 3, bovine MsrA act -5, MsrA inhibitor 0.4, Rin1-Abl PPI inh 1, E coli Lon inh 3, MT1-MMP act inh 0, Rpn11 inh inactive and FAS TE block -3.
